LYPLA1 inh = blocks human lysophospholipase 1, a PME1 counter-screen; O75608; recombinant LYPLA1, FP-Rh probe fluorescence polarization; inhibition, % at 5.9 µM; 320,000 tested, 0.16% active; AID 2174;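 active means inhibition above the mean of all tested compounds plus 3 SD, set per campaign, cut at about 14% in these data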;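 further: inhibitors block serine hydrolase probe labeling of LYPLA1 so polarization falls; 0% = enzyme with DMSO and 100% = wells lacking LYPLA1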
LYPLA2 counter = LYPLA2 (human) inhibition in PME1 counter-screen; inhibition, % at 5.9 µM; recombinant LYPLA2, FP-Rh probe fluorescence polarization; 320,000 tested, 0.38% active; O95372; AID 2177;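 active means inhibition above the screen-wide mean plus 3 SD, limit set per campaign, cut at about 26% in these data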;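 further: 0% = LYPLA2 with DMSO and 100% = wells lacking LYPLA2 enzyme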
PREPL inhibitor = inhibits the human prolyl oligopeptidase-like enzyme | inhibition, % at 5.96 µM | Q4J6C6 | recombinant PREPL, fluorescence polarization activity-based probe | 320,000 tested, 0.68% active; in the data active means inhibition above about 43%;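 further: 0% = enzyme with DMSO and 100% = wells lacking enzyme; many of its hits are not listed in these tables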
Target sequence (Q4J6C6 whole entry, looked up): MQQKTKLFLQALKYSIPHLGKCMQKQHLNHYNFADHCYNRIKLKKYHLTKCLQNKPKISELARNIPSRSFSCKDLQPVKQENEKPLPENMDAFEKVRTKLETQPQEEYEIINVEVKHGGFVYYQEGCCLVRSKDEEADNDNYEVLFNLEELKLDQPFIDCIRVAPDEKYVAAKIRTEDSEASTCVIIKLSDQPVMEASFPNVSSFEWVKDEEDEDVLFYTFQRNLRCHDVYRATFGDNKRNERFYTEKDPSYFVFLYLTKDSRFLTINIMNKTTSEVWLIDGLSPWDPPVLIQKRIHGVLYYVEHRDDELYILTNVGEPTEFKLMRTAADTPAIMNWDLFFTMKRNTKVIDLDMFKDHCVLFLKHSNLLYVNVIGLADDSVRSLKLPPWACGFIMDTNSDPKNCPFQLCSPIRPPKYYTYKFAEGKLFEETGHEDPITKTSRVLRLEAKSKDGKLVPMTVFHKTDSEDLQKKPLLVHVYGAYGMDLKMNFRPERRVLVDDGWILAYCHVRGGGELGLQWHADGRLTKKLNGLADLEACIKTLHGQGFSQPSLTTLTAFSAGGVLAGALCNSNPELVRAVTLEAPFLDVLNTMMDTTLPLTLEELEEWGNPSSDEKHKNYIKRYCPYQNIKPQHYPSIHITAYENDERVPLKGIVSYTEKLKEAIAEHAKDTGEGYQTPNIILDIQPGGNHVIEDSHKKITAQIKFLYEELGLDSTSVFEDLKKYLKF
PAD4 FP inh = PAD4 (human) enzyme inhibition. recombinant PAD4, RCA probe fluorescence polarization. inhibition, % at 6.36 µM. 330,000 tested, 0.41% active;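 active means percent inhibition above a cutoff equal to the mean of all tested compounds plus 3 SD, cut at about 15% in these data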;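 further: 0% = PAD4 with RCA probe and DMSO and 100% = probe without PAD4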
GSTO1 inh = blocks human GSTO1 in RBBP9 counter-screen; P78417; recombinant GSTO1, activity-based probe fluorescence polarization; inhibition, % at 5.96 µM; 300,000 tested, 1.1% active; AID 1974;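 active means inhibition above the campaign mean inhibition plus 3 SD, cut at about 35% in these data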;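 further: 0% = GSTO1-1 with DMSO and 100% = wells lacking GSTO1-1 enzyme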
Target sequence (P78417 whole entry, looked up): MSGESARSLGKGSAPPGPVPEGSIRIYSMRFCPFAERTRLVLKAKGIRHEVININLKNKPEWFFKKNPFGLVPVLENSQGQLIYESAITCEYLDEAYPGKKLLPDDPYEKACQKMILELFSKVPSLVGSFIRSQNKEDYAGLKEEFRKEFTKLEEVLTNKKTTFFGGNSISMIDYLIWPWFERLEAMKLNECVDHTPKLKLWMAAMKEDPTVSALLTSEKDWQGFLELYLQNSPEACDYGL
PAFAH1B2 FP inh = blocks human PAF acetylhydrolase 1b catalytic subunit 2. recombinant PAFAH1B2, FP-rhodamine activity probe, fluorescence polarization. 340,000 tested, 1.2% active. inhibition, % at 3.39 µM. P68402;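 active means inhibition above the mean of all tested compounds plus 3 SD, cut at about 24% in these data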;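 further: 0% = enzyme with DMSO and 100% = wells lacking PAFAH1B2; many of its hits are not listed in these tables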
pPAFAH inh = inhibitors of human plasma PAF acetylhydrolase (pPAFAH) | inhibition, % at 3.39 µM | recombinant pPAFAH, FP-rhodamine probe fluorescence polarization | AID 463082 | Q13093 | 330,000 tested, 1.5% active;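 active means inhibition above the mean inhibition across the screen plus 3 SD, cut at about 25% in these data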;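 further: inhibitors block binding of the rhodamine activity-based probe so polarization drops; 0% = enzyme with DMSO and 100% = wells lacking pPAFAH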
PME-1 inh = blocks human protein phosphatase methylesterase 1. Q9Y570. recombinant PME-1, FP-Rh probe fluorescence polarization. inhibition, % at 5.9 µM. 320,000 tested, 0.53% active. AID 2130;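 active means inhibition above the campaign mean of all compounds plus 3 SD, cut at about 26% in these data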;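 further: competitive labeling of PME-1 active site by serine hydrolase directed probe; 0% = PME-1 with DMSO and 100% = wells lacking PME-1 enzyme; inhibitors block probe labeling so polarization falls and inhibition rises; many of its hits are not listed in these tables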
PAFAH1B3 FP inh = inhibitors of human PAFAH1B3; AID 492972; inhibition, % at 3.39 µM; recombinant PAFAH1B3, FP-rhodamine probe, fluorescence polarization; 340,000 tested, 0.28% active; Q15102;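 active means inhibition above the screen-wide average of all tested compounds plus 3 SD, cut at about 25% in these data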;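 further: 0% = enzyme with DMSO only and 100% = wells lacking PAFAH1B3 protein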
* marks the source's active call; other numbers are inactive results; · = not tested or not shown.

SMILES	LYPLA1 inh	LYPLA2 counter	PREPL inhibitor	PAD4 FP inh	GSTO1 inh	PAFAH1B2 FP inh	pPAFAH inh	PME-1 inh	PAFAH1B3 FP inh
Cc1cc2c(cc1[N+](=O)[O-])NC(CNC(C)C)CC2 (configuration not stated)	-0.4	4.3	-14.2	-3.7	-1.9	2.2	-4.9	-1.8	7.0
Cc1nc(-c2cccc(NC(=O)c3cc4cc(Br)ccc4oc3=O)c2)cs1	0.4	-2.6	3.5	-1.4	7.7	-0.6	1.8	1.8	-4.8
COc1ccc(CCNC(=O)C2CCN(Cc3nc(-c4ccccc4C)oc3C)CC2)cc1OC	7.5	8.4	28.0	5.2	2.5	-1.6	3.6	0.4	9.9
O=C(O)C(=O)/C(=C\c1ccc(Cl)cc1)c1ccc2ccccc2n1	1.3	1.9	-10.2	-2.6	3.7	-3.0	2.2	-1.9	0.8
COc1cccc(C(=O)COC(=O)CCCC(=O)NC2CCCCC2)c1	-0.8	-3.5	5.9	-0.3	-2.4	0.3	12.3	0.9	0.1
O=C(c1nc[nH]c1C(=O)N1CCc2ccccc2C1)N1CCc2ccccc2C1	3.1	13.3	5.7	-2.1	·	6.0	4.9	-2.2	10.7
C=CCN1C(=O)C(O)(CC(=O)c2ccc(Cl)cc2)c2ccccc21 (configuration not stated)	-3.9	-2.8	-4.5	-3.2	-4.0	4.9	-0.4	-11.9	2.2
COc1ccc(N2C(=S)N(C(=O)c3ccccc3)C(=Nc3ccccc3)C2=Nc2ccccc2)cc1	3.8	-2.3	4.7	2.2	1.5	-0.4	-1.4	5.4	0.2
Cc1c(NC(=O)C2CCCN2S(=O)(=O)c2ccc(Cl)cc2)c(=O)n(-c2ccccc2)n1C (configuration not stated)	0.8	4.7	8.6	-6.8	3.1	-0.4	-1.1	0.6	8.2
CC(C)NC(=O)C12CC3CC(C1)CC(C(=O)NC(C)C)(C3)C2	-3.5	-4.3	-7.2	0.5	0.1	-0.6	2.2	-3.0	-5.8
COC(=O)Cn1cc(/C=N/NC(=O)c2ccc(C#N)cc2F)c2ccccc21	0.2	1.4	15.4	-0.8	-8.2	4.6	2.1	-3.0	-4.0
COc1cc(Cl)cc(/C=N/NC(N)=O)c1O	-0.3	4.6	-7.0	1.6	30.4	1.5	3.9	-2.0	4.5
COc1ccc(NC(=S)NCCCN2CCOCC2)cc1	-4.8	0.5	6.8	-2.4	2.3	-0.6	2.7	-2.8	12.1
COc1ccc(-n2cc(CNCCN3CCOC3=O)c(-c3ccccc3Cl)n2)cc1	-4.6	-2.1	-7.0	-7.5	10.5	-2.5	1.7	-2.8	0.1
COc1ccc(C2=Nn3c(C)nnc3SC2)cc1	-3.9	-8.9	-17.3	-0.6	5.8	-3.8	8.5	-8.8	3.8
Cc1ccc(NC(=O)C(NS(=O)(=O)c2cccc3nsnc23)C(C)C)nc1 (configuration not stated)	0.3	-1.1	-0.4	0.6	4.4	0.5	2.8	1.6	-1.8
CCOc1ccc(CN2CCNC(=O)C2CC(=O)N(C)Cc2nonc2C)cc1 (configuration not stated)	3.0	2.6	15.3	-2.4	0.1	6.4	4.3	-0.1	7.5
S=C1CCC(c2ccc(Cl)cc2)=NN1c1ccccc1	0.7	6.1	-17.3	-2.3	11.0	-3.5	2.6	-1.2	4.9
COc1ccc(Cl)cc1N(CC(=O)N/N=C/c1ccc(OCC(N)=O)cc1)S(C)(=O)=O	1.5	-1.6	0.8	-2.5	-4.3	4.1	0.2	-1.1	8.7
O=C(Nc1cccnc1)c1ccc2nc(-c3ccccc3)c(-c3ccccc3)nc2c1	-18.9	-21.3	-7.4	1.0	-26.3	8.8	0.7	-66.9	8.4
O=C(NCC(F)(F)F)Nc1ncccn1	1.8	6.5	-5.9	-3.9	3.1	0.6	0.8	-6.7	4.3
O=C(CCCSc1ccc(Cl)cc1)Nc1cc(S(=O)(=O)N2CCOCC2)ccc1O	-0.9	-4.8	8.7	0.9	·	62.9*	90.9*	1.2	1.7
COc1ccc(S(=O)(=O)N2CCOC23CCN(S(=O)(=O)c2ccccc2)CC3)cc1	-0.4	0.4	3.1	-4.8	10.2	11.8	2.8	0.6	13.7
NS(=O)(=O)c1ccc(-c2ccc(C=O)o2)cc1	0.0	5.7	-2.5	1.6	5.8	·	4.4	0.6	·
Cc1ccc(C(=O)NCC(=O)OC(C)C(=O)Nc2ccc(N(C)C)cc2)s1 (configuration not stated)	0.2	-0.9	6.5	-4.2	6.8	5.1	2.6	6.5	-0.1
COc1cc(NC(=O)CSc2nc(C)c(C)c(C)n2)cc(OC)c1	5.0	9.0	-5.7	-2.7	3.0	-2.7	-1.6	-2.9	1.5
COc1ccc(NC(=O)/C=C/c2ccccc2)cn1	-5.4	0.1	0.2	-3.0	-5.7	-0.6	-2.0	-9.2	4.9
C=CCOC(=O)C1=C[C@@H](c2csc3ccccc23)[C@H](CCCO)[C@@H](OCC)O1	-1.6	-8.1	2.6	4.6	-2.3	-1.2	-1.5	2.0	9.0
CCCCCOc1ccccc1C(=O)NCC(=O)O	1.9	3.8	7.9	-1.7	3.8	0.5	0.1	-0.6	-0.6
O=C(CCS(=O)(=O)c1ccc(Cl)cc1)Nc1nnc(-c2ccco2)o1	-0.6	0.7	3.8	-1.4	1.8	17.5	2.6	-3.4	10.4
O=C1NC2(CCCCC2)C(=O)N1CCN1C(=O)c2ccccc2C1=O	-2.5	0.6	-0.6	-3.1	-14.2	8.1	-5.5	-1.3	5.4
O/N=C(/CN(O)/C=C1/C=CC=N1)c1cccs1	0.4	6.8	4.9	2.8	5.2	4.0	-4.1	-1.3	6.0
COC/C=C/C1=CC2=CC(=O)C(C)(OC(=O)c3cnc4ccccc4n3)C(=O)C2=CN1CC1CC1 (configuration not stated)	0.2	1.8	15.7	23.8*	21.7	1.4	7.4	-6.0	5.1
COc1ccccc1NC(=O)CCCc1nc(-c2ccc(OC)c(OC)c2)no1	-1.6	1.8	16.5	4.4	-0.8	1.9	-0.4	0.5	4.5
O=C(OC1CCOC1=O)c1cc(Cl)ccc1[N+](=O)[O-] (configuration not stated)	-2.9	1.6	-4.8	0.0	-3.6	7.2	-1.3	-4.0	8.7
O=C(c1oc(=O)c2ccccc2c1-c1ccccc1)N1CCN(C2CCCCC2)CC1	1.3	0.6	-15.7	2.4	3.1	3.8	5.7	1.8	8.9
CN(CC(=O)O/N=C(\N)c1ccccn1)S(=O)(=O)c1cc(Cl)ccc1Cl	-2.9	-2.5	-0.5	5.9	0.5	0.8	6.4	2.7	1.5
Cn1cnnc1SCC(=O)Nc1ccc(Cl)cn1	0.6	5.9	-5.7	-6.0	5.3	0.6	5.3	0.9	7.9
COc1ccc(OC)c(C2CC(=O)c3c([nH]c(C(=O)OCC4CCCO4)c3C)C2)c1 (configuration not stated)	-3.9	-1.8	-14.3	-2.8	-9.7	0.9	0.4	-6.0	1.5
CC(=O)C(Cc1cnc(Cl)s1)(Cc1cnc(Cl)s1)C(C)=O	-1.9	1.5	12.2	0.8	1.1	-2.4	-5.1	0.6	3.2
NC[C@H]1O[C@H](O[C@H]2[C@H](O)[C@@H](O[C@H]3O[C@H](CO)[C@@H](O)[C@H](N)[C@H]3O)[C@H](N)C[C@@H]2N)[C@H](N)C[C@@H]1O	-2.1	2.2	-3.2	-4.6	3.1	-0.3	-0.4	5.7	3.6
CC(C)c1nnc(NC(=O)CCC(=O)NC2CCCCCCC2)s1	3.8	9.5	5.6	2.8	2.6	7.9	-5.4	2.9	-0.7
COc1cccc(-c2cccc(NC(=O)C3CCN(Cc4ccon4)CC3)c2)c1	0.6	-3.0	2.9	-3.4	4.1	-1.8	3.9	5.5	-0.5
O=C(c1ccco1)N1CCN(C(=O)C2Cc3ccccc3CN2S(=O)(=O)c2ccc(F)cc2)CC1 (configuration not stated)	0.5	-0.1	2.6	-0.4	6.7	4.9	3.3	-3.2	5.3
CSCCC(NC(=O)COc1ccccc1)C(=O)Nc1ccc(C)cc1 (configuration not stated)	2.8	2.4	-14.3	3.9	6.3	4.3	-0.6	-2.5	3.0
O=C1OCC2=C1C(c1ccccc1)CC(=O)N2c1ccccc1 (configuration not stated)	2.8	5.9	14.4	3.7	0.2	-5.8	3.4	6.8	3.4
CC(C)(C)c1ccccc1OCCN1CCCC1	-3.0	-0.7	5.2	-1.1	-5.5	0.0	2.2	0.1	5.0
COc1ccc(Cl)cc1N(CC(=O)NC(C(C)C)C(C)C)S(C)(=O)=O	1.5	-0.6	-2.1	-1.9	4.5	-0.5	-1.3	-3.5	3.5

Structures shown so far that contain a COOH group:
SMILES	LYPLA1 inh	LYPLA2 counter	PREPL inhibitor	PAD4 FP inh	GSTO1 inh	PAFAH1B2 FP inh	pPAFAH inh	PME-1 inh	PAFAH1B3 FP inh
O=C(O)C(=O)/C(=C\c1ccc(Cl)cc1)c1ccc2ccccc2n1	1.3	1.9	-10.2	-2.6	3.7	-3.0	2.2	-1.9	0.8
CCCCCOc1ccccc1C(=O)NCC(=O)O	1.9	3.8	7.9	-1.7	3.8	0.5	0.1	-0.6	-0.6

Next section
SMILES	LYPLA1 inh	LYPLA2 counter	PREPL inhibitor	PAD4 FP inh	GSTO1 inh	PAFAH1B2 FP inh	pPAFAH inh	PME-1 inh	PAFAH1B3 FP inh
CN(C)c1ccc(C=C2C(=O)OC(C)(C(C)(C)C)OC2=O)cc1 (configuration not stated)	0.3	-7.7	-3.3	2.6	11.3	-1.0	-0.8	-10.9	6.0
CC(C)c1ccc(OC(=O)c2ccc3c(=O)n4c(nc3c2)CCC4)cc1	-20.7	-4.2	9.9	5.1	-11.8	1.0	-2.0	-8.3	4.3
CC1=C(C(=O)N2CCCCCC2)C2(CCC(C)CC2)OC1=O (configuration not stated)	3.9	6.7	13.1	0.8	1.1	5.5	-1.5	5.0	-3.6
COc1ccc(CCNC(=O)c2cc(C(=O)c3cc(C)ccc3O)cn(CCc3ccc(OC)cc3)c2=O)cc1	-12.4	-25.3	-0.4	2.2	-15.3	0.8	-9.2	-26.7	-6.5
COc1ccc(-c2nc(CS(=O)CC(=O)NC3CCCc4ccccc43)c(C)o2)cc1OC (configuration not stated)	-2.2	2.4	-9.4	-7.8	1.3	-0.4	4.8	2.1	0.3
CCn1ccnc1C(O)c1ccc(N(C)C)cc1 (configuration not stated)	-6.4	-2.1	8.1	-5.7	6.5	0.0	-11.8	3.5	2.6
COc1ccc(-n2nnc3c(=O)n(CC(=O)N4CCCCC4)cnc32)cc1	-0.6	4.9	-5.2	-3.9	1.0	-3.9	0.5	-6.4	-5.6
O=C(Nc1ccccc1C(=O)N1CCCCCC1)c1ccc(F)cc1	4.5	9.9	-2.7	0.9	-2.8	2.1	-1.8	3.9	2.1
Cc1ccc(S(=O)(=O)Nc2ccccc2CNc2c(C)n(C)n(-c3ccccc3)c2=O)cc1	-4.4	3.6	7.4	-3.5	-2.2	5.9	-3.4	8.5	0.1
CC(C)[C@@H]1NC(=O)c2cc([N+](=O)[O-])cc(I)c2OCC[C@@H](C(N)=O)NC(=O)[C@H](CCC(=O)O)NC1=O	-1.1	-1.8	-14.4	-1.3	-9.8	3.5	-0.1	6.5	4.7
CC(C)(C#N)Nc1ccccc1	-0.9	4.4	8.3	2.5	1.8	1.6	5.3	-4.9	3.5
N/C(=N\OC(=O)CCC1CCCCC1)c1ccccn1	1.1	-0.9	3.9	-1.7	9.3	11.9	11.1	3.0	10.3

Screening results (PubChem)

The list is partial (hit frequency here may not be typical).
